Rat MKP-3 inhibitors: MKP-3 phosphatase inhibitors, primary screen, biochemical, rat enzyme, in vitro (AID 425); one-dose inhibition, % at 20 µM; IC50 in µM for titrated hits; hit rate 0.17% among 110,000; recombinant MKP-3 phosphatase activity, fluorescence; higher % means a stronger effect; Dual specificity protein phosphatase 6 (Rattus norvegicus); in the data active = inhibition above about 50%;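 note: plate controls were vehicle for no effect and reference inhibitor for full effect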
Hsp70 displacement: Hsp70 inhibitors, probe displacement, primary screen, biochemical, fluorescence polarization (AID 583) | displacement, % at 20 µM; hits with a dose series show IC50 in µM | hit rate 0.06% among 140,000 | Heat shock 70 kDa protein 1A (Homo sapiens) | Hsp70 fluorescence polarization probe displacement, mP; higher % means a stronger effect; in the data active = displacement above about 50%;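 note: plate controls were vehicle for no effect and reference ligand for full effect; a part of the inactive calls stands beside numbers as strong as those of hits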
Numbers without * were called inactive; · = not tested or not shown; & = joins results of further samples. A portion of the library; the hit share may differ from the screen's.

SMILES	Rat MKP-3 inhibitors	Hsp70 displacement
Clc1cccc(OCCCCN2CCCC2)c1	0%	-9.1%
Cc1cc(NC(=O)CSc2nc(-c3ccccc3)cs2)no1	-2%	-0.6%
COc1ccc(NC(=O)CN2C(=O)/C(=C/c3cccc(Br)c3)SC2=S)cc1	-3%	0.1%
COc1ccccc1C1/C(=C(/O)c2ccccc2)C(=O)C(=O)N1CC(C)C (centres undefined)	4%	7.2%
O=C(NCc1ccccn1)C(=O)N/N=C/c1ccc(Cl)cc1	-1%	-1.1%
COc1ccccc1/C=N/n1c(C)nnc1-n1nc(C)cc1C	·	7.7%
O=C(O)CN1C(=O)SC(Nc2ccc(C(=O)O)cc2)C1=O (centres undefined)	·	4.8%
CCn1c(CNC(=O)c2cccs2)nnc1SCC(=O)NCCc1ccccc1	-9%	·
O=[N+]([O-])c1ccc(N2CCN(CCO)CC2)cc1NCc1ccc(Cl)cc1	6%	0.9%
COc1ccc(OC)c(N(CC(=O)NCCc2ccccc2)S(C)(=O)=O)c1	4%	1.4%
O=C1CS/C(=N/N=C/c2ccc(-c3ccc(Cl)cc3)o2)N1	1%	1.4%
CCC(=O)N1C(C(=O)N2CCCC2)CSC1c1ccc(OC)cc1 (centres undefined)	6%	2.3%
Cc1nc(Nc2ccc3c(c2)OCCO3)c2nnn(Cc3ccccc3Cl)c2n1	-6%	-6.2%
CCn1c(=O)c(C(=O)Nc2ccccc2C)c(O)c2ccccc21	·	-4.0%
Cn1c(=O)c2c(nc(Br)n2CCSc2ncccn2)n(C)c1=O	-8%	6.5%
Cc1c(CN2CCC(C)CC2)c(=O)n(-c2ccccc2)n1C	-2%	-1.1%
CCN(CC)CCNc1nc2c(c(=O)[nH]c(=O)n2C)n1CC(O)COc1ccc(Cl)cc1Cl (centres undefined)	1%	0.5%
COc1ccc(Nc2nc(CC(C)=O)ns2)cc1OC	-12%	5.3%
CC(=O)NC1CC2CCC(C1)N2Cc1ccc(C)cc1 (centres undefined)	-7%	0.5%
C=CCNC(=S)N/N=C/c1ccc(N(C)C)cc1	-1%	1.2%
CC(C)(C)c1ccc(OCC(O)CN2CCN(c3ccccc3)CC2)cc1 (centres undefined)	-2%	4.1%
Cc1cccc(OCC(=O)Nc2ccc(N(C)C)cc2)c1	0%	0.1%
CCOC(=O)N1CCC(N2Cc3cccc(C(=O)NCC4CCN(CC(C)C)C4)c3C2=O)CC1 (centres undefined)	-12%	-2.0%
N=c1c(C(=O)NC2CCCC2)cc2c(=O)n3ccccc3nc2n1C1CCCC1	-3%	4.5%
Cc1ccc(S(=O)(=O)Oc2ccc(Nc3ccccc3)cc2)cc1	7%	0.2%
Cc1nnc(C)n1/N=C/C=C/c1ccccc1	-8%	-4.8%
COC(=O)c1c(C)oc2c1cc(NS(=O)(=O)c1cccs1)c1ccccc12	·	-7.8%
O=C(c1cc(-c2ccccc2)nc2ccccc12)N1CCCc2ccccc21	4%	-2.1%
COc1cc2c(C#N)c(N3CCOCC3)nc(N)c2c(N)n1	-6%	4.7%
CC1CN(C(=O)c2ccccc2)OC(c2ccc3c(c2)OCO3)O1 (centres undefined)	4%	3.5%
Cc1ccc(-c2nnc(CSc3nncn3N)o2)cc1	-1%	-3.2%
COc1ccccc1OCC(=O)N1CC2(C)CC1CC(C)(C)C2 (centres undefined)	·	-1.7%
Fc1ccc(Br)cc1C1C=C(c2ccc(Br)cc2)Nc2ncnn21 (centres undefined)	·	-3.9%
CCN(CC)CCn1c(OC)cc(=O)[nH]c1=O	3%	2.9%
CC(C)(C)OC(=O)N1CCCC1C(=O)NC(Cc1ccccc1)C(=O)O (centres undefined)	4%	-2.8%
C/C(=N\N=C\c1cccnc1)C1C(=O)c2ccccc2C1=O	0%	-3.2%
Cc1ccc2[nH]c(=O)c(-c3noc(C(C)C)n3)cc2c1	-6%	3.5%
O=S(=O)(NCCC1=CCCCC1)c1cccc2nsnc12	5%	8.3%
Cc1ccc(-c2csc3nc(C)n(-n4cccc4)c(=O)c23)o1	-13%	-1.7%
CCC(Sc1nc(-c2ccccc2)cc(-c2ccccc2)n1)C(=O)Nc1nnc(C)s1 (centres undefined)	-6%	1.9%
Cc1cc(N2CCN(c3ccccn3)CC2)n2c(nc3ccccc32)c1C#N	-13%	-1.8%
O=C(COc1ccc(Br)cc1)NNC(=O)c1ccccc1	0%	1.1%
COC(=O)c1cccc(-n2cnnn2)c1	·	2.2%
CCC(=O)N/C(N)=N\c1nc(OC)c2cc(C)ccc2n1	1%	-0.1%
Nc1ncc(Cc2ccc(Cl)c(Cl)c2)s1	6%	3.5%
Cc1ccc(NC(=O)c2ccco2)cc1NC(=O)c1ccccc1	1%	-1.3%
CC1=C(C(=O)Nc2ccc(C)cc2)C(c2cc(Br)ccc2O)NC(=O)N1 (centres undefined)	-2%	-3.9%
COc1ccc(C(=O)Oc2cccnc2)cc1	·	6.8%
CCCn1c(SCC(=O)Nc2ccc(OCC)cc2)nnc1C(C)C	·	4.1%
CSc1ccc(/C=C2/SC(=O)N(CN3CCOCC3)C2=O)cc1	0%	3.3%
CCc1ccccc1NC(=O)c1cc(-c2cccc(O)c2)on1	-2%	-0.2%
Cc1ccc(C(=O)N(CC(=O)NC2CCCC2)Cc2cccs2)s1	-9%	2.6%
COC(=O)C1=C(C)N=c2s/c(=C\c3ccc(O)cc3)c(=O)n2C1c1ccccc1 (centres undefined)	2%	-5.3%
CCC(=O)N1CCN(C(C)=O)C1c1ccccc1 (centres undefined)	-2%	1.9%
O=c1c2ccccc2nc2c3ccccc3c(NCc3ccco3)nn12	·	-2.3%
CCOC(=O)c1c(C)n(C)c2ccc(OCC(O)CN3CCN(C)CC3)cc12 (centres undefined)	2%	8.6%
Cc1ccc(N(C(=O)Cn2nnc(-c3ccc(C)o3)n2)C(C(=O)NC2CCCC2)c2ccco2)cc1 (centres undefined)	-15%	0.9%
CCCCOC(=O)c1ccc(NCCC(=O)c2cccc([N+](=O)[O-])c2)cc1	2%	-2.1%
CC1=NC(C)Cc2ccccc21 (centres undefined)	4%	-0.4%
O=c1oc2ccccc2cc1-c1nc(-c2ccc(Cl)c(Cl)c2)cs1	4%	0.6%

Ordered by heavy-atom count (falling): 13 of the compounds above
SMILES	Rat MKP-3 inhibitors	Hsp70 displacement
Cc1ccc(N(C(=O)Cn2nnc(-c3ccc(C)o3)n2)C(C(=O)NC2CCCC2)c2ccco2)cc1 (centres undefined)	-15%	0.9%
COC(=O)C1=C(C)N=c2s/c(=C\c3ccc(O)cc3)c(=O)n2C1c1ccccc1 (centres undefined)	2%	-5.3%
CCOC(=O)c1c(C)n(C)c2ccc(OCC(O)CN3CCN(C)CC3)cc12 (centres undefined)	2%	8.6%
CCCCOC(=O)c1ccc(NCCC(=O)c2cccc([N+](=O)[O-])c2)cc1	2%	-2.1%
O=c1c2ccccc2nc2c3ccccc3c(NCc3ccco3)nn12	·	-2.3%
CCCn1c(SCC(=O)Nc2ccc(OCC)cc2)nnc1C(C)C	·	4.1%
Cc1ccc(C(=O)N(CC(=O)NC2CCCC2)Cc2cccs2)s1	-9%	2.6%
CSc1ccc(/C=C2/SC(=O)N(CN3CCOCC3)C2=O)cc1	0%	3.3%
CCC(=O)N/C(N)=N\c1nc(OC)c2cc(C)ccc2n1	1%	-0.1%
CCC(=O)N1CCN(C(C)=O)C1c1ccccc1 (centres undefined)	-2%	1.9%
COc1ccc(C(=O)Oc2cccnc2)cc1	·	6.8%
COC(=O)c1cccc(-n2cnnn2)c1	·	2.2%
CC1=NC(C)Cc2ccccc21 (centres undefined)	4%	-0.4%

Next records:
SMILES	Rat MKP-3 inhibitors	Hsp70 displacement
O=C(OC1CCCCC1=O)c1cccc(S(=O)(=O)NCc2ccccc2)c1 (centres undefined)	·	-1.3%
O=C(N/C(=C/c1cccs1)C(=O)N1CCCCC1)c1ccccc1	0%	5.7%
Cc1ccc(C(=O)Nc2ccccc2C(=O)NCc2ccco2)cc1	1%	-2.3%
COc1ccc(NC(=O)c2cc3ccccn3n2)cc1	-3%	-1.8%
Nc1nonc1-c1nc2ccccc2[nH]1	-9%&-5%	-1.3%&2.6%
COc1ccc(S(=O)(=O)CCC(=O)N2CC(=O)N(CCc3ccccc3)C(=O)C2)cc1	10%	0.5%
N#Cc1nc(-c2ccco2)oc1NCCN1CCOCC1	-10%	-1.7%
COc1cccc(-n2c(CCN3C(=O)c4ccccc4C3=O)nc3ccccc3c2=O)c1	2%	-5.4%
O=C(Nc1ccccc1C(=O)Nc1ccccc1)c1ccc(C(=O)Nc2ccccc2C(=O)Nc2ccccc2)cc1	-5%	-0.9%
CCOc1cc(C=C2C(=O)N(C)C(=O)N(C)C2=O)ccc1OCCOc1ccc([N+](=O)[O-])cc1	1%	4.5%
CC(C)(C)CC(=O)NCc1ccc(F)cc1	·	4.0%
Cn1c(=O)c2c(nc(Br)n2CCc2ccccc2)n(C)c1=O	-6%	1.3%
CCS/C(N)=N/N=C/c1cc(C)ccc1O	·	0.4%
CC(=O)Nc1nonc1-c1nc2ccccc2n1Cc1ccccn1	-7%	1.1%
COc1ccc([N+](=O)[O-])cc1C1NN=C(c2ccccc2)S1 (centres undefined)	0%	3.6%
O=C(CSc1nccn1-c1ccc(Cl)cc1)Nc1ccc2c(c1)OCO2	-2%	-2.7%
COC(=O)CSc1nnc(-c2cccnc2)n1-c1cc(OC)cc(OC)c1	-15%	-2.9%
Cc1cc2c(c(=O)n1C1CC1)C(c1cccc(Cl)c1)C(C#N)=C(N)O2 (centres undefined)	-6%	0.4%
O=C(CSc1nc2ccccc2c(=O)n1-c1ccccc1)Nc1ccccc1Cl	4%	1.1%
C/C(=N\N1CCN(c2ccccc2)CC1)c1ccccc1O	0%	-5.0%
CCOC(=O)c1ccc(-n2c(=S)sc3c(=O)[nH]c(C)nc32)cc1	-9%	-3.8%
CCC(=O)N(CCc1ccccc1)Cc1cc2cc3c(cc2[nH]c1=O)OCO3	·	-2.0%
COc1ccc(C2CC(=O)c3cnc(N)nc3C2)c(OC)c1 (centres undefined)	-4%	1.1%
O=C1CC(N2CCC(c3nc4ccccc4o3)CC2)C(=O)N1c1ccc(Cl)c(C(F)(F)F)c1 (centres undefined)	-6%	4.7%
O=C(COC(=O)c1n[nH]c2ccccc12)NC(=O)NC1CCCCC1	-7%	-7.3%
CCOC(=O)N1CCN(S(=O)(=O)c2ccc(F)c(C(=O)Nc3cc(C)cc(C)c3)c2)CC1	-7%	-5.3%
CSc1nc2[nH]c3c(c2c2ncnn12)CCCC3	-4%	0.8%
CCOC(=O)c1c(NC(=O)CSc2nnc(C)s2)sc2c1CCC(C)C2 (centres undefined)	·	-0.8%
Cc1cc(=O)n2nc(-c3ccc(C(F)(F)F)cc3)sc2n1	·	-5.2%
O=C1C2C3C=CC(C3)C2C(=O)N1c1ccccc1 (centres undefined)	4%	4.5%
Cc1ccc(Nc2nnc(-c3ccc(C(=O)NCCO)cc3)c3ccccc23)c(C)c1	-2%	-2.8%
COCCCNC(=O)c1ccc2c(=O)n(CC3CCCO3)c(=S)[nH]c2c1 (centres undefined)	·	-2.7%
CC(Sc1ccc(Cl)cc1)C(=O)Nc1ccc2c(c1)OCO2 (centres undefined)	·	1.3%
O=C(COc1ccccc1)Nc1ccc(Cl)cc1[N+](=O)[O-]	3%	3.0%
O=C(NCc1cccnc1)c1ccc2c(=O)n(CCCN3CCCC3=O)c(=S)[nH]c2c1	5%	-1.7%
CCOCCCNC(=O)c1cc2c(-c3ccc(Cl)cc3)nn(C)c2s1	0%	-1.6%

Of the compounds above, these contain a cyano group:
SMILES	Rat MKP-3 inhibitors	Hsp70 displacement
COc1cc2c(C#N)c(N3CCOCC3)nc(N)c2c(N)n1	-6%	4.7%
Cc1cc(N2CCN(c3ccccn3)CC2)n2c(nc3ccccc32)c1C#N	-13%	-1.8%
N#Cc1nc(-c2ccco2)oc1NCCN1CCOCC1	-10%	-1.7%
Cc1cc2c(c(=O)n1C1CC1)C(c1cccc(Cl)c1)C(C#N)=C(N)O2 (centres undefined)	-6%	0.4%

The listing continues:
SMILES	Rat MKP-3 inhibitors	Hsp70 displacement
N#C/C(=C/c1ccc(-c2ccccc2C(=O)O)o1)C(=O)Nc1ccc2ccccc2c1	3%	-1.4%
O=C(O)CN(c1ccccn1)S(=O)(=O)c1ccc(Cl)cc1	·	-0.3%
CCOC(=O)c1c(NC(=O)c2cc(C3CC3)on2)sc(C(C)=O)c1C	1%	2.4%
O=C(CCc1nc2ccccc2c(=O)[nH]1)NC1CCN(Cc2ccccc2)CC1	1%	-2.0%
NC(=O)c1ccccc1NC(=O)Nc1ccc(Cl)cc1	0%	0.7%
Cc1c(-c2ccccc2)nc(N)c(C#N)c1-c1ccco1	-7%	-2.3%
O=C(CSc1ncnc2nc[nH]c12)N1CCN(c2ccccc2)CC1	-4%	0.6%
CCc1ccccc1N(CC(=O)N1CCN(c2ccccc2F)CC1)S(C)(=O)=O	-17%	-1.9%
CCOC(=O)C1CCCN(C(=O)CN(c2ccc(OC)cc2)S(=O)(=O)c2c(C)noc2C)C1 (centres undefined)	6%	2.5%
Cn1c(=O)cc(OCC(=O)NCCCN2CCN(c3ccccc3F)CC2)c2ccccc21	-2%	4.3%
O=C1c2cc(S(=O)(=O)N(CCO)CCO)ccc2-c2ccc(S(=O)(=O)N(CCO)CCO)cc21	-2%	-3.4%
COc1cccc(C2Nc3ccc(C(=O)c4ccccc4)cc3NC3=C2C(=O)CCC3)c1 (centres undefined)	6%	2.3%

Screening data: PubChem BioAssay, Sanford-Burnham Center for Chemical Genomics
